PLK1 inh – PLK1 (human) kinase inhibition; P53350; recombinant PLK1 kinase, TR-FRET peptide phosphorylation; inhibition, % at 10 µM; actives 0.53% (n = 97,000); AID 619;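 active means inhibition of 50% or more in the single-concentration screen; inactive means inhibition below 50%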;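 further: 0% = DMSO max control and 100% = H-89 dihydrochloride min control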
VCAM1 TNFa inh – reduces TNF alpha induced VCAM1 expression in HUVEC; inhibition, % at 2 µM; actives 0.48% (n = 95,000); HUVEC TNFa-induced VCAM-1 immunofluorescence, high-content imaging; AID 802;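 active means inhibition above the batch mean plus 3 SD, with images confirmed as a hit by eye, cut at about 37% in these data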;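 further: 0% = TNF-stimulated DMSO wells and 100% = unstimulated control wells; not every result past the cut was called active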
Ecoli WT expand – blocks growth of wild type E. coli BW25113; actives 0.15% (n = 98,000); growth inhibition, % at 100 µM; OD600 absorbance;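 active means growth inhibition above about 50% at one test dose, limit read from the data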;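 further: growth measured after 20 h incubation at 37 °C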
sEH inh – soluble epoxide hydrolase (human) inhibition | AID 707 | recombinant human sEH enzymatic activity assay | inhibition, % at 2 µM | actives 0.34% (n = 91,000); in the data active means inhibition above about 80%; further: values of inactives mirror those of a sister screen read the other way; many of its hits are not listed in these tables
Target sequence (P34913 whole entry, looked up): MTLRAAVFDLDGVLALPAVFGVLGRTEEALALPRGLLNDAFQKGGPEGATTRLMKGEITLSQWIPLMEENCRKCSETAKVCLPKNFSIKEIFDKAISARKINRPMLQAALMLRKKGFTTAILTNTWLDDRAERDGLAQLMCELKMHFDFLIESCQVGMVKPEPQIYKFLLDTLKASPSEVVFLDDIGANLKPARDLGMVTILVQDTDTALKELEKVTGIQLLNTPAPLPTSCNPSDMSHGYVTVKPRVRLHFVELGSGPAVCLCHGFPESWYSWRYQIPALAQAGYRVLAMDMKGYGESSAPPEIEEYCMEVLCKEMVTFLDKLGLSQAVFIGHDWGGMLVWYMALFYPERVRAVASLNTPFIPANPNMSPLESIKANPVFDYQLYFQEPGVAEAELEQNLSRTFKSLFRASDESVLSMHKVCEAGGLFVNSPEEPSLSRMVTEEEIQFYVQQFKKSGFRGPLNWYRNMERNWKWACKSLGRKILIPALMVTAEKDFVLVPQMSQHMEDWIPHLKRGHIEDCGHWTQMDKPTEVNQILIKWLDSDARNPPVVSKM
PLK1 PBD inh – Plk1 (human) PBD binding inhibition; P53350; Plk1 PBD phosphopeptide binding, fluorescence polarization; inhibition, %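 (tested at about 20 µM)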; actives 0.13% (n = 97,000); in the data active means inhibition above about 34%, passing the limit was not always enough
F-actin modifier – alters cytoskeleton assembly in HUVEC cells. actives 0.18% (n = 91,000). inhibition, % at 2 µM. HUVEC TNFa F-actin phalloidin imaging, high content;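 active means inhibition above the batch mean plus 3 SD and confirmed as a hit by visual image inspection, cut at about 30% in these data, passing the limit was not always enough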; further: strong numbers were not always called active
HUVEC tox TNFa – toxic to HUVEC cells under TNF alpha stimulation; actives 0.17% (n = 93,000); HUVEC TNFalpha-stimulated, Hoechst cell count, imaging; cell count reduction, % at 2 µM; AID 848;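 active means cell count reduction exceeding the screen mean by over 5 SD, scaled to untreated wells per plate, cut at about 78% in these data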;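 further: cells counted after 24 h of TNF alpha exposure following the 1 h pretreatment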
hDAT+cocaine – human DAT dopamine uptake with cocaine, either direction | actives 1.3% (n = 110,000) | LLC-PK1 hDAT cells, [14C]-dopamine uptake with cocaine IC80; actives deviate in either direction | AID 449768 | B-score at 10 µM | Q01959;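 active means Z score or B-score, a plate-position-corrected score, falls beyond the plate's 99.7% confidence bounds, in either direction; inactive means both scores lie inside the 99.7% bounds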;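 further: scored against the spread of the other compound wells on the same plate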
IL1B cytotox – HUVEC cytotoxicity counter-screen, IL-1B stimulated. cell count reduction, % at 2 µM. HUVEC cell count loss, Hoechst imaging. AID 845. actives 0.41% (n = 94,000);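 active means cell count reduction more than 3 SD above the screen-wide mean, cut at about 70% in these data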;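 further: normalized per plate to untreated control cells as the no-loss baseline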
Numbers without * were called inactive; . = no result given; & = joins results of further samples.

SMILES | PLK1 inh | VCAM1 TNFa inh | Ecoli WT expand | sEH inh | PLK1 PBD inh | F-actin modifier | HUVEC tox TNFa | hDAT+cocaine | IL1B cytotox
CC(=O)Oc1cccc(N2C(=O)C3C4C=CC(C4=C(C)C)C3C2=O)c1 (stereo unspecified) | -12 | -10 | 1 | 4 | -12 | 16 | -25 | -9* | -15
COc1cccc(NC(=O)N(CCCN2CCOCC2)C(C)c2cc3ccccc3o2)c1 (stereo unspecified) | -4 | -5 | 3 | 2 | 5 | 7 | -28 | -1.4 | .
CCN(C(=O)Cn1c(=O)n(Cc2ccccc2)c(=O)c2ccccc21)c1cccc(C)c1 | 2 | -12 | -8 | 5 | -5 | 23 | -26 | 1.7 | 4
CCC(C)C(NC(=O)C(N)CC(C)C)C(=O)NC(CCC(=O)OCc1ccccc1)C(N)=O (stereo unspecified) | -6 | 33 | 8 | -10 | -17 | -26 | -8 | -1.3 | -4
Cc1cc(=O)oc2ccc(OCC(=O)N3CCc4ccccc43)cc12 | -17 | 8 | 5 | 12 | -14 | 12 | -23 | -0.019 | 2
CCN(CCCNC(=O)CN(C)S(=O)(=O)c1ccc2c(c1)CCC(=O)N2)c1cccc(C)c1 | -8 | 12 | -3 | 20 | -14 | 4 | -18 | -0.13 | -20
COc1ccc(S(=O)(=O)N2CCC(C(=O)Nc3nnc(CCN4CCCCC4)s3)CC2)cc1 | -20 | 5 | 0 | 11 | -11 | 18 | -22 | -0.013 | -6
O=C(Nc1cccc2nsnc12)c1cccs1 | -6&-2 | -6&11 | -3&1 | 6&-1 | 19&-9 | -1 | -28&-16 | -0.062&1.6 | -15&-60
O=C(c1cc2ncc(Br)cn2n1)N1CCOCC1 | 4 | -5 | 4 | -8 | 7 | 18 | -2 | 0.87 | -37
C1CSC2(N1)C1CC3CC2CC(C1)C31NCCS1 (stereo unspecified) | -9 | 9 | 11 | -8 | 11 | 17 | 6 | -1.2 | -3
O=c1[nH]cnc2c1C(c1ccccc1[N+](=O)[O-])c1c(nc[nH]c1=O)O2 | -9 | -4 | 5 | 2 | 3 | 22 | -41 | -0.71 | -4
Cn1nnc(NC(=O)COc2ccc(C3CCCCC3)cc2)n1 | -7 | 15 | 0 | 10 | 17 | -11 | 5 | -0.2 | -4
COc1cc(/C=N/Nc2nc3ccccc3o2)cc(OC)c1O | -6 | 7 | 7 | 6 | 20 | 19 | -13 | -1.4 | 6
CCN1CCN(CCNC(=O)CSCc2nc(-c3ccc(OC)c(OC)c3)oc2C)CC1 | 4 | 4 | -3 | -12 | -22 | 1 | -12 | -0.65 | -12
Cc1cc(/C=C(/C#N)c2cccc(Cl)c2)c(C)n1C | -9 | -22 | -20 | 0 | -2 | -17 | -32 | . | -101
CCC(Sc1nc2cc3c(cc2c(=O)n1Cc1ccco1)OCO3)C(=O)Nc1cccc(OC)c1 (stereo unspecified) | -8 | 37 | -16 | 6 | 19 | 4 | 19 | 0.16 | -6
CCOc1ccc(NS(=O)(=O)c2ccc(NC(=S)NC(=O)C(C)C)cc2)cc1 | -4 | 9 | -5 | -6 | -2 | 0 | -18 | -0.057 | 0
N#Cc1nc(COc2cccc(Cl)c2)oc1N1CCCC1 | -14 | -1 | -3 | -2 | 23 | -18 | -28 | -1.2 | -4
COc1ccc(NC(=O)CSc2nnc(CN3CCOCC3)n2-c2ccccc2)cc1Cl | -3 | 4 | 2 | -2 | -7 | -17 | 5 | 1.5 | 5
CCOc1cc(N(CC)CC)ccc1/C=C(/C#N)c1nc2ccccc2[nH]1 | -50 | -2 | -9 | 7 | -202 | 5 | -15 | . | -45
Cc1cc(Cl)ccc1NC(=O)CN1CCC(C(O)(c2ccccc2)c2ccccc2)CC1 | -12 | 5 | -3 | -5 | -10 | 1 | 4 | 1.1 | -12
Cc1ccc(C(=O)COC(=O)CNC(=O)COc2ccccc2C)cc1C | -14 | 5 | 1 | -14 | -8 | 16 | -25 | -0.0062 | -1
COc1cc(COCC(O)CN2CCOCC2)cc(OC)c1OC (stereo unspecified) | -6 | -26 | -5 | -6 | -2 | 16 | -4 | 0.029 | -13
Cc1ccc(S(=O)(=O)Cn2nnnc2CN(Cc2ccco2)Cc2cccs2)cc1 | -15 | -20 | -21 | -4 | -4 | -18 | 15 | 0.58 | 14
C=CCOn1c(=O)c(-c2ccc(OC)cc2)[n+]([O-])c2ccccc21 | -5 | -9 | -3 | . | -1 | 3 | -19 | 0.48 | 4
COc1ccc(N(C(=O)c2ccco2)C(C(=O)NC2CCCCC2)c2cccs2)cc1OC (stereo unspecified) | -4 | 9 | . | -8 | -19 | 8 | -38 | -0.47 | 18
COc1ccc(CN2C(=O)c3cccnc3C2O)cc1 (stereo unspecified) | -15 | -16 | 3 | -2 | 0 | 13 | -9 | -1.7 | 13
Cc1ccc(S(=O)(=O)n2nc(OC(=O)C3CCCCC3)cc2N)cc1 | -18 | 21 | -2 | 6 | 2 | -22 | 53 | -0.16 | 20
COCCn1c(C)cc(C(=O)COC(=O)c2ccc(-n3nc(C)cc3C)cc2)c1C | -4 | -7 | -6 | -4 | -12 | -11 | 10 | -0.18 | 6
Cc1ccnc(NS(=O)(=O)c2ccc(NC(=O)C3CCCCC3C(=O)O)cc2)n1 (stereo unspecified) | -4 | 12 | 6 | 2 | 12 | -13 | -9 | -0.6 | 22
CCCOc1ccc(/C=c2\sc3nc(-c4ccco4)nn3c2=O)cc1OCC | -20 | 5 | -22 | -3 | -24 | -11 | -10 | . | -32
CC(C)CNC(=O)c1cccc(Cn2cc(Cl)cn2)c1 | -6 | 5 | 6 | 17 | -6 | 30 | -32 | -0.26 | -20
O=C1COc2ccc(C(=O)c3ccccc3C(=O)NCc3ccccc3)cc2N1 | -3 | 10 | 9 | 6 | -22 | -1 | 58 | -0.23 | 26
CS(=O)(=O)N(CC(=O)NCc1ccc2c(c1)OCO2)c1ccccc1 | -7 | 20 | 0 | -3 | 17 | 12 | -22 | 0.15 | -16
Cc1c(NC(=O)COC(=O)C(c2ccc(Cl)cc2)C(C)C)c(=O)n(-c2ccccc2)n1C (stereo unspecified) | -15 | 14 | -2 | -22 | -10 | 11 | 12 | -7.9* | 3
Cn1c(-c2sc3cc(C(F)(F)F)cnc3c2-c2ccccc2)n[nH]c1=S | -14 | -16 | -2 | 0 | -29 | -16 | -9 | 0.05 | .
Cn1c(N2CCOCC2)nc2c1c(=O)n(Cc1ccc(Cl)cc1)c(=O)n2C | -9 | -4 | . | 11 | -15 | -5 | -32 | 0.77 | -44
CCOCCCNC(=O)c1c(-c2ccccc2)noc1C | -4 | -10 | -6 | -5 | -11 | -5 | -12 | 0.017 | 10
O=S(=O)(Nc1ccc(S(=O)(=O)N2CCCCCC2)cc1)c1cccs1 | -13 | 14 | -3 | -6 | -8 | -13 | -3 | 1.5 | -13
O=C(NCCNC(=O)C1CC2CCC1C2)C1CC2CCC1C2 (stereo unspecified) | -8 | 26 | -4 | -13 | -5 | -25 | -2 | 1.2 | 28
N/C(=N\OC(=O)c1ccco1)c1ccccc1 | -14 | 8 | . | -3 | -34 | 8 | -30 | -0.2 | -22
O=c1c2ccccc2ncn1CCCSc1ccccc1 | 3 | 11 | -3 | 42 | -28 | -6 | -18 | 0.38 | -18
COc1cc(/C=N\NC(=O)CN2CCOCC2)ccc1OCC(=O)Nc1ccc(C)c(C)c1 | -5 | 15 | 11 | 8 | 0 | . | -31 | 0.6 | -2
CSc1nc(C)cc(SCCO)n1 | 0 | 16 | 4 | -12 | -24 | 11 | -2 | -0.044 | 19
Cc1ccc(N(CC(=O)O)S(C)(=O)=O)cc1Cl | -15 | 6 | 8 | -2 | 3 | 4 | -8 | -0.19 | -23
O=C1CNC(=O)N1CC(=O)N1CCCc2ccccc21 | -1 | 2 | 1 | -19 | -2 | 1 | -7 | -0.46 | 7
Cn1c(C(=O)NCCN2CCOCC2)cc2sccc21 | -6 | 64 | 1 | -16 | -16 | -14 | 88* | -0.21 | 0
CCCOc1cc(N(CC)CC)ccc1/C=C(/C#N)c1nc2ccc(C)cc2[nH]1 | -74 | -1 | -25 | -1 | -206 | -12 | -10 | -0.42 | -33
CCOC(=O)c1cc(-c2ccccc2)n(CCC(=O)NC(C)CC)c1C (stereo unspecified) | -4 | 16 | . | 6 | -20 | 0 | -13 | -0.53 | .
O=C(NCc1ccccn1)c1ccc(Cl)cc1Cl | -7 | 12 | 6 | 8 | 9 | 0 | -16 | -0.41 | 6
CCOC(=O)COn1c(=O)c(-c2ccc(OC)c(OC)c2)[n+]([O-])c2ccccc21 | -6 | -9 | 0 | 3 | -18 | 10 | -9 | 0.49 | 17
Cc1ccc(C(=O)NCc2ccc3c(c2)OCO3)cc1S(=O)(=O)N1CCOCC1 | -15 | 14 | 3 | 54 | 7 | 4 | 5 | 1.8 | -20
CCCOc1cccc(C(=O)NC(=S)Nc2cccc(C(F)(F)F)c2)c1 | -15 | -24 | -14 | 1 | -3 | -5 | -19 | 0.13 | -5
Cc1ccc(C(=O)NNC(=O)c2ccc(SCC3CCCO3)c([N+](=O)[O-])c2)cc1 (stereo unspecified) | -8 | 2 | 7 | 15 | -22 | 14 | -11 | -0.99 | -16
CCOCC(=O)Nc1cc(OC)c(Cl)cc1OC | -10 | 4 | -1 | -4 | -9 | -1 | -26 | -1.1 | -21

One compound at a time, from the list above:
Record of `Cn1c(C(=O)NCCN2CCOCC2)cc2sccc21` → PLK1 inh: -6; VCAM1 TNFa inh: 64; Ecoli WT expand: 1; sEH inh: -16; PLK1 PBD inh: -16; F-actin modifier: -14; HUVEC tox TNFa: 88*; hDAT+cocaine: -0.21; IL1B cytotox: 0
Record of `O=C1CNC(=O)N1CC(=O)N1CCCc2ccccc21` → PLK1 inh: -1; VCAM1 TNFa inh: 2; Ecoli WT expand: 1; sEH inh: -19; PLK1 PBD inh: -2; F-actin modifier: 1; HUVEC tox TNFa: -7; hDAT+cocaine: -0.46; IL1B cytotox: 7
Record of `CSc1nc(C)cc(SCCO)n1` → PLK1 inh: 0; VCAM1 TNFa inh: 16; Ecoli WT expand: 4; sEH inh: -12; PLK1 PBD inh: -24; F-actin modifier: 11; HUVEC tox TNFa: -2; hDAT+cocaine: -0.044; IL1B cytotox: 19

Only VCAM1 TNFa inh, for two of the compounds above:
SMILES | VCAM1 TNFa inh
Cc1ccc(N(CC(=O)O)S(C)(=O)=O)cc1Cl | 6
O=C1CNC(=O)N1CC(=O)N1CCCc2ccccc21 | 2

Screening data from PubChem BioAssay.
